M. tuberculosis – growth inhibition of non-replicating M. tuberculosis (AID 488890) | 0.39% of 320,000 active | inhibition, % at 25 µM; hits with a dose series show IC50 in µM | Mycobacterium tuberculosis non-replicating, growth inhibition; higher % means a stronger effect; in the data active = a potency from the dose series; inconclusive = inhibition mostly from about 82% at the one dose, without a potency; inactive = the rest, 99 in 100 with inhibition below about 76%;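 also: plate controls were DMSO cells for no effect and high antibiotic wells for full effect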
M. tuberculosis HTS – M. tuberculosis growth inhibition, HTS (AID 449762). M. tuberculosis H37Rv growth inhibition, 7H9 media; higher % means a stronger effect. 0.59% of 330,000 active. inhibition, % at 25 µM, or IC50 in µM where a hit was titrated; in the data active = a potency from the dose series; inconclusive = inhibition above about 70% without an active follow-up result;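 also: bacterial growth assessed after seven days of incubation; strong numbers were not always called active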
Salmonella PhoP GFP – PhoP regulon inhibitors, Salmonella typhi PhoP promoter GFP reporter, confirmatory (AID 1850). Salmonella Typhi PhoP-promoter GFP reporter, fluorescence, 4 h; higher % means a stronger effect. inhibition, % at 50 µM, or IC50 in µM where a hit was titrated. 0.33% of 310,000 active; in the data active = a potency from the dose series; inconclusive = inhibition mostly from about 25% at the one dose, without a potency; inactive = the rest, 99 in 100 with inhibition below about 19%;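 also: 0% = induced wells with vehicle and 100% = uninduced wells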
H1N1 NS1A inhibition – NS1A inhibition, H1N1 influenza, cell based functional assay (AID 504329); NS1A functional cell-based assay, percent inhibition; higher % means a stronger effect; inhibition, % at 12.5 µM, or IC50 in µM where a hit was titrated; 0.3% of 340,000 active; in the data active = a potency from the dose series; inconclusive = inhibition above about 27% without an active follow-up result; also: strong numbers were not always called active
VEEV TC-83 Vero – inhibitors of VEEV TC-83 cytopathic effect, confirmation, Vero cells (AID 588727); Vero cells, VEEV TC-83 cytopathic effect inhibition; higher % means a stronger effect; inhibition, % at 20 µM; hits with a dose series show IC50 in µM; 0.13% of 350,000 active; in the data active = a potency from the dose series; inconclusive = inhibition mostly from about 14% at the one dose, without a potency; inactive = the rest, 99 in 100 with inhibition below about 12%; also: strong numbers were not always called active
VEEV TC-83 Vero 10K pilot screen – further read-out of VEEV TC-83 Vero, marked with its call; inhibition, %; measured here: 10K pilot screen inhibition
The depositor's hits bear a star; i = inactive; ? = inconclusive; . = no result given. Not a hit list. Share with any hit: about 1.5%.

SMILES	M. tuberculosis	M. tuberculosis HTS	Salmonella PhoP GFP	H1N1 NS1A inhibition	VEEV TC-83 Vero	others
CCCn1c(=O)n(C)c(=O)c2c(SCC(=O)NCC(c3ccccc3)N(C)C)nc(CC(C)C)nc21 (configuration not stated)	34%	0%	-4%	-3%	2.9%
CN(C)/C=C/c1oc2ccc(O)cc2c1[N+](=O)[O-]	10%	25%	11%	9%	1.4%
CCOC(=O)c1c(C)nn(-c2ccc(NC(=O)c3c(C)noc3C)cc2)c1C	6%	-1%	3%	-17%	1.5%
Nc1c(S(=O)(=O)c2ccccc2)c2nc3ccccc3nc2n1CCN1CCOCC1	-5%	-8%	-6%	-11%	1.0%
COc1cc(C(=O)OCc2nc3ccsc3c(=O)[nH]2)c([N+](=O)[O-])cc1OC	0%	1%	-8%	-3%	3.2%
CCOC(=O)NC(=O)/C(C=Nc1ccc(Cl)cc1)=C(\C)O	-6%	-3%	-2%	-5%	0.8%	VEEV TC-83 Vero 10K pilot screen=0.7
CC(=O)c1c(C)[nH]c(C(=O)OCC(=O)N2c3ccccc3NC(=O)C2(C)C)c1C	-10%	-7%	-4%	19%	2.4%
Cc1cc([N+](=O)[O-])nn1CCCC(=O)Nc1ccc2c(c1)OCO2	-1%	-5%	-4%	-8%	3.8%
Nc1nc2ccccc2n1Cc1ccc(Cl)c(Cl)c1	?	58%	80µM*	-12%	i
CCNc1nc(NCC)nc(C(=O)OCCO)n1	1%	-2%	8%	10%	2.5%
COc1ccc2c(c1)C(c1ccc(Cl)cc1)NC(=O)C2 (configuration not stated)	0%	-3%	-1%	-2%	0.3%
O=C(Nc1ccccc1N1CCCCC1)C1=COCCO1	27%	1%	.	-9%	1.5%
COc1ccc2cc3c(nc2c1)OCC3	.	2%	2%	-3%	0.9%
CC1CC2(O)c3no[n+]([O-])c3CCC2N1O (configuration not stated)	4%	-2%	-9%	4%	1.3%
N#Cc1sc(C(N)=O)c(-c2ccccc2)c1-c1ccccc1	-22%	0%	12%	0%	1.3%
COc1ccccc1OCCC(=O)OCC(=O)NCc1ccccc1	26%	0%	-12%	4%	1.2%
Cn1c(=O)cc(NCc2ccccc2)[nH]c1=O	-12%	4%	3%	3%	1.1%
CN(c1cc(=O)n2ccccc2n1)C1CCCCC1	13%	1%	-1%	8%	1.2%
O=C(Nc1ccc(-c2n[nH]c(=S)o2)cc1)c1ccccc1Cl	-10%	5%	-4%	-29%	i
CNc1oc(C)nc1S(=O)(=O)c1ccc(C)cc1	3%	31%	1%	0%	3.8%
CCOC(=O)c1c(NC(=O)c2nn(C)cc2[N+](=O)[O-])sc(C)c1C	16%	-6%	0%	3%	0.8%
CC(C)(C)CN1CCNC(=O)C1CC(=O)NCCN1CCCc2ccccc21 (configuration not stated)	11%	2%	4%	-7%	0.9%
O=C1c2ccccc2C(Nc2ccc(S(=O)(=O)N3CCCCCC3)cc2)N1Cc1ccco1 (configuration not stated)	38%	0%	-5%	3%	1.4%
CC(C)CCNc1ncnc2c1cnn2Cc1ccccc1Cl	15%	9%	-2%	-17%	8.0%
Cc1nc([N+](=O)[O-])cn1CC(=O)NCCCO	-23%	-14%	-7%	-5%	0.3%

Gathered by group: the compounds so far with a furan ring, fused or not.
SMILES	M. tuberculosis	M. tuberculosis HTS	Salmonella PhoP GFP	H1N1 NS1A inhibition	VEEV TC-83 Vero	others
CN(C)/C=C/c1oc2ccc(O)cc2c1[N+](=O)[O-]	10%	25%	11%	9%	1.4%
O=C1c2ccccc2C(Nc2ccc(S(=O)(=O)N3CCCCCC3)cc2)N1Cc1ccco1 (configuration not stated)	38%	0%	-5%	3%	1.4%

An excerpt from above in order of count of non-hydrogen atoms, falling:
SMILES	M. tuberculosis	M. tuberculosis HTS	Salmonella PhoP GFP	H1N1 NS1A inhibition	VEEV TC-83 Vero	others
CCCn1c(=O)n(C)c(=O)c2c(SCC(=O)NCC(c3ccccc3)N(C)C)nc(CC(C)C)nc21 (configuration not stated)	34%	0%	-4%	-3%	2.9%
O=C1c2ccccc2C(Nc2ccc(S(=O)(=O)N3CCCCCC3)cc2)N1Cc1ccco1 (configuration not stated)	38%	0%	-5%	3%	1.4%
Nc1c(S(=O)(=O)c2ccccc2)c2nc3ccccc3nc2n1CCN1CCOCC1	-5%	-8%	-6%	-11%	1.0%
CC(=O)c1c(C)[nH]c(C(=O)OCC(=O)N2c3ccccc3NC(=O)C2(C)C)c1C	-10%	-7%	-4%	19%	2.4%
CCOC(=O)c1c(C)nn(-c2ccc(NC(=O)c3c(C)noc3C)cc2)c1C	6%	-1%	3%	-17%	1.5%
COc1cc(C(=O)OCc2nc3ccsc3c(=O)[nH]2)c([N+](=O)[O-])cc1OC	0%	1%	-8%	-3%	3.2%
COc1ccccc1OCCC(=O)OCC(=O)NCc1ccccc1	26%	0%	-12%	4%	1.2%
CCOC(=O)c1c(NC(=O)c2nn(C)cc2[N+](=O)[O-])sc(C)c1C	16%	-6%	0%	3%	0.8%
CC(C)CCNc1ncnc2c1cnn2Cc1ccccc1Cl	15%	9%	-2%	-17%	8.0%
O=C(Nc1ccc(-c2n[nH]c(=S)o2)cc1)c1ccccc1Cl	-10%	5%	-4%	-29%	i
O=C(Nc1ccccc1N1CCCCC1)C1=COCCO1	27%	1%	.	-9%	1.5%
COc1ccc2c(c1)C(c1ccc(Cl)cc1)NC(=O)C2 (configuration not stated)	0%	-3%	-1%	-2%	0.3%
CN(c1cc(=O)n2ccccc2n1)C1CCCCC1	13%	1%	-1%	8%	1.2%
CCNc1nc(NCC)nc(C(=O)OCCO)n1	1%	-2%	8%	10%	2.5%
Cc1nc([N+](=O)[O-])cn1CC(=O)NCCCO	-23%	-14%	-7%	-5%	0.3%
CC1CC2(O)c3no[n+]([O-])c3CCC2N1O (configuration not stated)	4%	-2%	-9%	4%	1.3%
COc1ccc2cc3c(nc2c1)OCC3	.	2%	2%	-3%	0.9%

(more compounds)
SMILES	M. tuberculosis	M. tuberculosis HTS	Salmonella PhoP GFP	H1N1 NS1A inhibition	VEEV TC-83 Vero	others
CC(O)(c1ccccc1)c1ccc2ccccc2n1 (configuration not stated)	.	.	.	-26%	0.7%
CSc1nn2c(C)c(C)c(C)nc2c1C#N	1%	-8%	12%	7%	i
COc1ccccc1-c1cc(-c2ccc(C)cc2)nc(SCc2nnc(-c3ccccc3)o2)c1C#N	5%	13%	-8%	-5%	6.4%
CCN(CC)c1ccc(C=C2C(=O)NC(=S)NC2=O)cc1	1%	3%	-5%	-5%	>25µM*
O=S(=O)(c1ccccc1)N1CCC(n2nnc3cc(F)ccc32)CC1	-4%	-4%	-6%	-4%	i
Oc1ccccc1/C=N/N1CCN(c2ccccn2)CC1	-2%	1%	5%	4%	2.7%
CC(=O)Nc1ccc(CN2CCN(c3cccc(C(F)(F)F)c3)CC2)cc1	15%	-11%	2%	-2%	2.1%
CCOc1ccc(NC(=O)CN(c2cccc(C(F)(F)F)c2)S(C)(=O)=O)cc1	-5%	-7%	-2%	-1%	i
CC(=O)c1ccc(OCc2cc(C(=O)N3CCN(C4CCCC4)C(=O)C3)no2)cc1	17%	3%	1%	-8%	4.1%
O=C(Nc1ccccc1)C1=C[C@H](C2CC2)C[C@H](OCCCCO)O1	16%	7%	12%	-2%	0.2%
Cc1c(CCC(=O)NCC(=O)NCC(=O)O)c(=O)oc2cc3oc4c(c3cc12)CCCC4	2%	-2%	5%	16%	i
CCOC(=O)C1CCCN(C(=O)c2cc3ccc(OC)cc3[nH]2)C1 (configuration not stated)	7%	2%	5%	-26%	i
COc1ccc(NC(=O)c2nc[nH]c2C(=O)NCC(=O)OC(C)(C)C)cc1	48%	19%	-21%	-10%	3.3%
CS(=O)(=O)Nc1ccc(C2=NN(C(=O)c3ccccc3)C(c3cccs3)C2)cc1 (configuration not stated)	7%	27%	4%	7%	1.4%
O=C(CCCl)N1CCN(c2nc(-c3ccccc3)cs2)CC1	35%	-5%	-6%	3%	0.4%
Cc1ccccc1NC(=O)c1ccc2nc(N3CCOCC3)sc2c1	.	1%	-24%	10%	5.5%
O=C(Nc1ccc(Cl)cc1F)C1CCN(S(=O)(=O)c2cccnc2)CC1	9%	-4%	0%	-1%	0.4%
COCCNC(=O)c1nn2cccnc2c1Cl	-15%	1%	-6%	1%	i
Cc1cccc(C(=O)Nc2c3c(nn2C(C)(C)C)CS(=O)(=O)C3)c1	1%	-2%	-4%	2%	2.0%
Cc1ccc(S(=O)(=O)N2CCC(=O)N(C(COCc3ccc(Cl)cc3Cl)Cc3ccccc3)CC2)cc1 (configuration not stated)	21%	-4%	12%	1%	1.9%
CCOC(=O)CN1CC23C=CC(O2)C(C(=O)Nc2ccc(OCC)cc2)C3C1=O (configuration not stated)	.	-9%	-12%	23%	0.0%
COCCNC(=O)CCc1nnc2ccc(N3CCC(C)CC3)nn12	-6%	3%	1%	-24%	0.5%
COc1ccc(NC(=O)C2CCCCN2N)cc1OC (configuration not stated)	0%	-5%	-2%	8%	6.1%	VEEV TC-83 Vero 10K pilot screen=0.2
O=C(NCc1ccccn1)C1CCC(=O)N1C1CCCCC1 (configuration not stated)	.	-2%	.	10%	0.8%
O=C(CN1C(=O)CCSc2ccc(S(=O)(=O)N3CCOCC3)cc21)Nc1cccc(F)c1	3%	-2%	2%	3%	4.3%
Next structures
SMILES	M. tuberculosis	M. tuberculosis HTS	Salmonella PhoP GFP	H1N1 NS1A inhibition	VEEV TC-83 Vero	others
Cc1ccc(C(C(=O)NC2CCCCC2)N(Cc2cccnc2)C(=O)C2COc3ccccc3O2)o1 (configuration not stated)	22%	-3%	1%	-8%	7.5%
CN(c1ccccc1)S(=O)(=O)c1cccc(NC(=O)c2ccc(=O)[nH]n2)c1	27%	-6%	.	-2%	2.1%
Cc1nn(C(C)C(=O)NC2CC2)c(=O)c2nn(-c3ccccc3)c(C)c12 (configuration not stated)	-3%	6%	-17%	10%	i
CCN(CC)CCN(C(=O)c1ccc2c(c1)OCCO2)c1nc2c(Cl)cccc2s1	15%	9%	-13%	0%	8.6%
CCN(C1CCS(=O)(=O)C1)S(=O)(=O)c1cccs1 (configuration not stated)	-3%	2%	0%	1%	0.2%
CCN(C(=O)c1ccc(S(=O)(=O)N2CCCC2)cc1)C1CCS(=O)(=O)C1 (configuration not stated)	-18%	-5%	-5%	-8%	0.9%
Cc1cc(C(=O)NC2CCCN(Cc3ccccc3F)C2)n[nH]1 (configuration not stated)	-4%	4%	-4%	-4%	1.6%
O=C(CSC1=NS(=O)(=O)c2ccccc2N1)NCCc1ccccc1	35%	1%	6%	-11%	1.6%
CCCCCCNC(=O)CCNC(=O)c1cc(OC)c(OC)c(OC)c1	7%	-10%	-7%	-1%	1.9%
CC(C)N(Cc1cn(C)nc1-c1cccc(Cl)c1)CC1CCC(=O)N1 (configuration not stated)	8%	-5%	5%	-8%	i
Cc1ccc(NC(=S)NNC(=O)c2ccccc2O)c(C)c1	-25%	68%	13%	-7%	2.1%
Cc1c(C(=O)Nc2ccc3c(c2)OCCO3)cnn1C	1%	0%	-7%	0%	0.5%
O=c1[nH]cccc1-c1nc2ccccc2n1Cc1cccc(Cl)c1	0%	4%	-6%	-43%	0.3%
O=C(CSc1nnc2c(n1)[nH]c1ccccc12)NC1CCCCC1	6%	1%	-6%	-4%	0.8%
CCOC(=O)c1cc2c(C)n(-c3ccc(N(C)C)cc3)c(C)c2cc(C(=O)OCC)c1=O	-3%	-1%	0%	-4%	i
CSCCCN1CC[C@@H](N2CCN(c3ccccc3F)CC2)[C@H](O)C1	-7%	-3%	0%	-5%	0.4%
O=C1OC(OC2CCCCC2)(c2ccccc2)c2ccccc21 (configuration not stated)	-5%	-5%	4%	5%	i
CCN1CCN(C(=O)c2ccc(Cl)c(S(=O)(=O)N3CCOCC3)c2)CC1	-27%	-7%	-9%	-1%	0.1%
Cc1ccc(NC(=O)C23CCC(C)(C(=O)[C@H]2Br)C3(C)C)cc1 (some centres not stated)	-3%	9%	2%	-3%	i
